# Bioassay records deposited in PubChem by several laboratories.
# MrgX1 ag: agonists of human MrgX1 receptor. AID 588627. MrgX1-HEK293 cells, Fluo-4 calcium fluorescence, agonist mode; stronger effect = higher value. 310,000 compounds, 0.44% hits. B-score at 10 µM;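 active means calcium response B-score plate-corrected fluorescence ratio at least 3 library SD, with starting fluorescence B-score inside 5 SD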
# Target sequence (Q96LB2 whole entry, looked up): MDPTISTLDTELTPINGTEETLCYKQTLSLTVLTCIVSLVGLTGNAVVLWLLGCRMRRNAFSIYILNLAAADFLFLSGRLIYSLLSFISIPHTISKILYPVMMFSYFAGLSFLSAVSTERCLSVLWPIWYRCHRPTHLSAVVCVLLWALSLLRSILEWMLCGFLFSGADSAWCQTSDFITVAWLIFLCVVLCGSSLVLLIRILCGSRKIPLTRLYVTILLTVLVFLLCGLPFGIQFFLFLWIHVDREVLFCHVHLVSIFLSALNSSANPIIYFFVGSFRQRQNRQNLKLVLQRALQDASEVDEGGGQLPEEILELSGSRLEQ
#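 System – MrgX1-expressing HEK293 cells · Incubation – cells plated overnight, dye loaded 0.5 h 37 °C, 0.5 h room temperature · Technique – kinetic Fluo-4 NW fluorescence of intracellular calcium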
# ANO1 activ: activates or potentiates the mouse TMEM16A chloride channel. Q8BHY3. HEK293 TMEM16A/YFP-H148Q/I152L, iodide quench fluorescence; stronger effect = lower value. 340,000 compounds, 0.3% hits. B-score at 10 µM;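 active means fluorescence-ratio B-score plate-corrected deviation score at least 3 library SD below zero, with starting fluorescence score within 5 deviations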;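 further: channel opened by trigger with iodide after compound preincubation; score built on the fluorescence ratio of max minus min over baseline; more negative score means more quench and so TMEM16A activation or potentiation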
# RGS4 block: human RGS4 inhibition; P49798; HEK293 M3R/RGS4 inducible, Fluo-4 calcium flux; stronger effect = higher value; triggered by carbachol at its EC20; B-score at 10 µM; 310,000 compounds, 0.45% hits;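 active means B-score, a plate-corrected calcium signal, over three deviations above library mean, with baseline fluorescence within five deviations of library mean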;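 further: RGS4 expression induced by doxycycline in cells with stable M3 receptor; B-score is computed from the integrated fluorescence ratio over baseline after carbachol; higher B-score means a larger calcium signal and so more RGS4 inhibition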
# Target sequence (P49798 whole entry, looked up): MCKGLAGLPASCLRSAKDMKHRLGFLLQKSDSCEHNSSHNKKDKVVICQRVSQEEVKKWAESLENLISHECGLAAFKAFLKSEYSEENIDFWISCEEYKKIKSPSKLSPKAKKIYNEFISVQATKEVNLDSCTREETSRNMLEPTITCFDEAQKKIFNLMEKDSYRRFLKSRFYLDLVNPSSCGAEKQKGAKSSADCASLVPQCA
# SKKanGAS inh: SKKanGAS growth inhibition; inhibition, % at 7.5 µM; 300,000 compounds, 1.3% hits; S. pyogenes SKKanGAS, kanamycin growth, BacTiter-Glo, 6 h;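 active means mean replicate score, as percent of positive control median, at least 50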;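 further: strain carries kanamycin resistance gene driven by streptokinase promoter and grows in 40 µg/ml kanamycin; loss of luminescence reflects streptokinase promoter inhibition or plain growth inhibition; 0% = median of DMSO wells and 100% = positive control at its reference dose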
# RGS4 pot: potentiators or activators of RGS4 | HEK293 M3R/inducible RGS4, carbachol calcium flux Fluo4; stronger effect = lower value | B-score at 10 µM | 310,000 compounds, 0.92% hits;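 active means B-score of the integrated calcium signal more than 4 SD below the library mean, with starting fluorescence not abnormally high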;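 further: negative B-score means reduced calcium response which marks RGS4 activation or potentiation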
#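 Test system: HEK293 cells with stable M3R and inducible RGS4; also added: carbachol at ECmax as muscarinic agonist stimulus; schedule: dye loading 30 min 37 °C, buffer rest 30 min RT; technique: kinetic calcium fluorescence imaging with Fluo4-AM dye, 2 µM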
# ANO1 block: mouse TMEM16A channel inhibition, primary screen; normalized B-score (activity score, 25-100; higher = stronger inhibition) at 10 µM; HEK293 TMEM16A/YFP iodide influx fluorescence, ionomycin; 310,000 compounds, 1.2% hits;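 active means ratio plate-corrected score three or more library SD toward inhibition, starting fluorescence score within five deviations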;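 further: score derived from kinetic fluorescence span divided by baseline fluorescence per well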
# MrgX1 allo act: human MrgX1 positive allosteric modulation, primary screen. 310,000 compounds, 0.63% hits. B-score at 10 µM. AID 588675. MrgX1-HEK293, Fluo-4 calcium flux, FDSS; stronger effect = higher value. Q96LB2;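 active means plate-corrected calcium response at least 3 library SD above typical, normal starting fluorescence, not activating the receptor alone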;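 further: compound read alongside a low EC10 to EC30 dose of BAM8-22 agonist; peak minus trough fluorescence over baseline measured at the second addition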
# TRPC6 act: activators of mouse TRPC6 channel; Q61143; HEK293-TRPC6 membrane potential dye fluorescence; stronger effect = higher value; B-score at 10 µM; 310,000 compounds, 0.13% hits;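 active means B-score of the integrated fluorescence ratio above library mean plus 3 SD, and starting fluorescence ratio within library mean plus 5 SD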;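 further: higher score means more depolarization so channel activation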
# TRPC6 inhibitor: blocks the mouse TRPC6 cation channel | 310,000 compounds, 1.1% hits | B-score at 10 µM | HEK293-TRPC6, membrane potential dye, ACh-evoked depolarization; stronger effect = lower value;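 active means B-score under library mean minus 3 SD, initial fluorescence not abnormally high, positive integrated signal ratio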;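 further: B-score derived from integrated fluorescence ratio over the kinetic read; more negative B-score means stronger inhibition of depolarization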
# MrgX1 antag: blocks BAM8-22 activation of human MrgX1 receptor; Q96LB2; MRGX1-HEK293 calcium flux, Fluo-4, BAM8-22 antagonism; stronger effect = lower value; B-score at 10 µM; 310,000 compounds, 1.3% hits;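 active means calcium-response B-score plate-corrected more than 3 library SD below zero, starting fluorescence within 5 deviations, no agonist response on first addition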;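 further: peak minus trough fluorescence over baseline after final BAM8-22 challenge near maximal dose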
# HDAC3 inhib: human HDAC3 inhibition; O15379; recombinant HDAC3, fluorogenic peptide/trypsin coupled, fluorescence; inhibition, % at 8.3 µM; 320,000 compounds, 0.15% hits; in the data active means inhibition above about 26%, passing the limit was not always enough
# Target sequence (O15379 whole entry, looked up): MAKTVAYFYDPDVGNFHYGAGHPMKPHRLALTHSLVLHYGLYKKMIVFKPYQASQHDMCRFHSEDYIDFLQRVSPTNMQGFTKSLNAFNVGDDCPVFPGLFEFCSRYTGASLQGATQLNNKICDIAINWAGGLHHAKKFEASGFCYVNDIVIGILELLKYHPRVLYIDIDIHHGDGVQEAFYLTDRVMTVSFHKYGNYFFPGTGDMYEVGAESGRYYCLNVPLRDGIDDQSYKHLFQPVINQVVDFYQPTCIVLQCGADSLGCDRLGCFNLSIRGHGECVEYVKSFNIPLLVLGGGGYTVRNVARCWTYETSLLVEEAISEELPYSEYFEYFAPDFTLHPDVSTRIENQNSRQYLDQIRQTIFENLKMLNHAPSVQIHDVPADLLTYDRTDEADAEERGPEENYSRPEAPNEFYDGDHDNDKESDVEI
# Starred values were filed as active, the others as inactive; i = inactive; x = not tested or not shown. The order is random; any-hit rate near 6.7%.
compound	MrgX1 ag	ANO1 activ	RGS4 block	SKKanGAS inh	RGS4 pot	ANO1 block	MrgX1 allo act	TRPC6 act	TRPC6 inhibitor	MrgX1 antag	HDAC3 inhib
CCCCN1C(=O)CCC(C(=O)O)C1c1ccc([N+](=O)[O-])cc1 (stereo not drawn)	i	i	i	1.5	i	i	i	i	i	i	-3.0
CCCNCc1cc(OC)c(OCc2ccccc2)cc1Br	i	i	i	6.4	i	i	i	i	i	i	-3.4
COCc1cc(C)nc(SCC(=O)NCc2ccco2)c1C#N	i	i	i	3.6	i	i	i	i	i	i	-8.7
O=C(NC1=NCCS1)c1ccc([N+](=O)[O-])cc1Cl	i	i	i	0.7	i	i	i	i	i	i	-2.0
CC(On1nnc2ccc(S(=O)(=O)N3CCOCC3)cc21)C(=O)Nc1ccccc1F (stereo not drawn)	i	i	i	15.0	i	i	i	i	i	i	3.4
COc1ccc(C(=O)NCCc2ccc(S(N)(=O)=O)cc2)cc1OC	i	i	i	-11.5	i	i	i	i	i	i	2.0
Cc1ccc(Nc2nc(N)nc(CSc3nccn3C)n2)c(C)c1	i	i	i	-0.6	i	i	i	i	i	i	4.2
COc1cc(CN2CCc3c([nH]c4ccccc34)C2)cc(OC)c1	i	i	i	1.8	i	i	i	i	i	i	2.7
C[C@H](NC(=O)C1CCN(S(=O)(=O)c2ccccc2)CC1)C(=O)NCc1ccc(Cl)cc1Cl	i	i	i	2.5	i	i	i	i	i	i	3.1
CCC1CCc2sc(C(=O)OCC(=O)N(CCOC)c3c(N)n(Cc4ccccc4)c(=O)[nH]c3=O)cc2C1 (stereo not drawn)	i	i	i	-0.6	i	i	i	i	i	i	-2.2
CCN(C(=O)Cn1c(=O)oc2ccccc21)c1cccc(C)c1	i	i	i	3.5	i	i	i	i	i	i	5.7
CN(C)C(=O)C1OC(C)(C)OC1C(=O)N(C)C (stereo not drawn)	i	i	i	-2.8	i	i	i	i	i	i	-1.3
CC(=O)Nc1ccc(NC(=O)C(C)OC(=O)c2ccc3[nH]c(C)c(C)c3c2)cc1 (stereo not drawn)	i	i	i	-13.3	i	i	i	i	i	i	8.1
COc1ccc(C(=O)NCCCN2CCCC2=O)cc1	i	i	i	9.4	i	i	i	i	i	i	1.5
C=CCOc1ccccc1CNCc1cccnc1	i	i	i	-0.9	i	i	i	i	i	i	1.5
CCCN(CC(=O)Nc1ccccc1OC)C(=O)c1cc2ccccc2o1	i	i	i	-2.5	i	i	i	i	i	i	2.2
CCOC(=O)C1=C(SCC(=O)Nc2ccccc2)NC(=O)C(C#N)C12CCCCC2 (stereo not drawn)	i	-31.3*	i	-0.7	i	i	i	i	i	i	6.1
C=CCn1c(SCC(=O)Nc2ccc(F)cc2)nnc1-c1cnccn1	i	i	i	-2.9	i	i	i	i	i	i	4.0
CCOC(=O)/C(C#N)=C/C1=C(N2CCCC2)CC(C)(C)OC1	i	i	i	3.9	i	i	i	i	i	i	1.4
COc1ccc(CSC2=NCCN2)cc1Cl	i	i	i	-2.7	i	i	i	i	i	i	16.1
COc1ccc(C2/C(=C(/O)c3ccccc3)C(=O)C(=O)N2CC(C)O)c(OC)c1 (stereo not drawn)	i	i	i	2.8	i	i	i	i	i	i	-1.7
Cc1cccc(-c2nnc3sc(-c4ccccc4C)nn23)c1	i	i	i	8.5	i	i	i	i	i	i	0.7
CCC(=O)Nc1ccc(/C=C(\C(C)=O)C(=O)c2ccccc2)cc1	i	i	i	3.1	i	i	i	i	i	i	11.2
C=CCN1CCN(C(c2ccc(Cl)cc2)c2nnnn2CCc2ccc(OC)c(OC)c2)CC1 (stereo not drawn)	i	i	i	-0.4	i	i	i	i	i	i	-6.3
O=C(NCc1ccncc1)c1ccc(Cn2cc(C(F)(F)F)ccc2=O)cc1	i	i	i	-4.4	i	i	i	i	i	i	-3.5
O=C(CNS(=O)(=O)c1cccc(Cl)c1)Nc1ccc(-c2nc3ccccc3s2)cc1	i	i	i	2.6	i	i	i	i	i	i	-12.4
CCOC(=O)c1c(NC(=O)COC(=O)c2ccncc2)sc(C)c1C	i	i	i	5.2	i	i	i	i	i	i	-7.7
Cc1cccc(C(=O)C2CCN(S(=O)(=O)c3ccc(C(=O)O)cc3)CC2)c1	i	i	i	3.8	i	i	i	i	i	i	-5.1
Cc1cc(C)nc(SCc2ccc(C(=O)N/N=C/c3ccccn3)cc2)n1	i	i	i	9.6	i	i	i	i	i	i	3.7
Cc1ccc(OCCC(=O)N(CCC(C)C)c2c(N)n(Cc3ccccc3)c(=O)[nH]c2=O)cc1	i	i	i	2.3	i	i	i	i	i	i	1.7
O=C(O)CC1(CC(=O)Nc2ccc(Br)cc2)CCCCC1	i	i	i	18.1	i	i	i	i	i	i	1.8
CN1CCN(CC(=O)n2c3c(c4ccccc42)CCCC3)CC1	i	i	i	-5.8	i	i	i	i	i	i	-0.1
C/C(=N\O)c1sc(-c2ccccc2)nc1C	x	i	i	3.6	i	x	x	i	i	x	x
O=C(CCC(=O)Nc1ccccc1)NNS(=O)(=O)c1ccc(Cl)cc1	i	i	i	x	i	i	i	i	i	i	4.0
COC(=O)/C=C1/SC(=NC(=O)c2ccc(F)cc2)NC1=O	i	i	i	13.4	i	i	i	i	i	i	-3.6
CCCCCCCCN1[C@@H](CC(=O)O)c2ccc(C(F)(F)F)cc2S1(=O)=O	i	i	i	0.9	i	i	i	i	i	i	8.8

# ANO1 activ: hit marks shown above
Molecule | MrgX1 ag | ANO1 activ | RGS4 block | TRPC6 act | MrgX1 antag | HDAC3 inhib
CCOC(=O)C1=C(SCC(=O)Nc2ccccc2)NC(=O)C(C#N)C12CCCCC2 (stereo not drawn) | i | -31.3* | i | i | i | 6.1

# Next section:
# Value order: MrgX1 ag	ANO1 activ	RGS4 block	SKKanGAS inh	RGS4 pot	ANO1 block	MrgX1 allo act	TRPC6 act	TRPC6 inhibitor	MrgX1 antag	HDAC3 inhib
- Cc1ccc(C(=O)N(CC(=O)NC2CCCC2)c2ccc(F)cc2)s1
    i	i	i	-8.7	i	i	i	i	i	i	1.2
- COc1cccc(NC(=O)CN(C)C(=O)c2ccc(N3CCOCC3)c([N+](=O)[O-])c2)c1
    i	i	i	-13.3	i	i	i	i	i	i	7.4
- NC(=O)c1ccccc1NC(=O)COc1ccc(Cl)cc1
    i	i	i	-2.9	i	i	i	i	i	i	0.5
- COc1ccc(OC)c(C2=NOC(C(=O)Nc3c(C)n(C)n(-c4ccccc4)c3=O)C2)c1 (stereo not drawn)
    i	i	i	-6.4	i	i	i	i	i	i	11.3
- CN(C1CC(C)(C)NC(C)(C)C1)S(=O)(=O)CC12CCC(CC1=O)C2(C)C (stereo not drawn)
    i	i	i	6.2	i	i	i	i	i	i	-12.3
- Cc1cc(C)c2cc(CN(Cc3ccc4c(c3)OCO4)Cc3nnnn3Cc3ccco3)c(=O)[nH]c2c1
    i	i	i	15.2	i	i	i	i	i	i	-4.1
- O=c1[nH]c(-c2ccncc2)nc2ccccc12
    i	i	i	1.9	i	i	i	i	i	i	3.1
- Nc1nc(CN2CCN(c3ccccc3F)CC2)nc(N2CCCc3ccccc32)n1
    i	i	i	x	i	i	i	i	i	i	8.9
- CC1(O)c2ccccc2C(=O)N1Cc1ccccc1 (stereo not drawn)
    i	i	i	-1.6	i	i	i	i	i	i	0.1
- CC1CCN(c2c(NCc3ccc(C(=O)NCC4COc5ccccc5O4)cc3)c(=O)c2=O)CC1 (stereo not drawn)
    i	i	i	0.3	i	i	i	i	i	i	3.4
- O=C(/C=C/c1ccc(O)c(O)c1)OC1C(O)CC(OC(=O)/C=C/c2ccc(O)c(O)c2)(C(=O)O)CC1O (stereo not drawn)
    i	i	i	3.0	i	i	i	i	i	i	7.9
- CCOC(=O)c1ccc(NC(=O)Cn2c(-c3nonc3N)nc3ccccc32)cc1
    i	i	i	7.6	i	i	i	i	i	i	2.9
- CCC(C)c1ccccc1NC(=O)C(C)N(C)Cc1cccc(OC)c1 (stereo not drawn)
    i	i	i	-4.4	i	i	i	i	i	i	-2.9
- CC(C)(C)c1ccc(OCCC(=O)NCCc2ccc(S(N)(=O)=O)cc2)cc1
    i	i	i	-6.0	i	i	i	i	i	i	-0.1
- COc1cccc(COc2ccccc2C2Nc3ccc(Br)cc3C(=O)N2NC(=O)c2ccncc2)c1 (stereo not drawn)
    i	i	i	9.5	i	i	i	i	i	i	-2.5
- Cn1cc([N+](=O)[O-])c(C(=O)NC2CCCC2)n1
    x	i	i	0.8	i	x	x	i	i	x	x

# Three entries picked at random from the list so far, as already listed:
# Value order: MrgX1 ag	ANO1 activ	RGS4 block	SKKanGAS inh	RGS4 pot	ANO1 block	MrgX1 allo act	TRPC6 act	TRPC6 inhibitor	MrgX1 antag	HDAC3 inhib
- CCC(C)c1ccccc1NC(=O)C(C)N(C)Cc1cccc(OC)c1 (stereo not drawn)
    i	i	i	-4.4	i	i	i	i	i	i	-2.9
- CC(C)(C)c1ccc(OCCC(=O)NCCc2ccc(S(N)(=O)=O)cc2)cc1
    i	i	i	-6.0	i	i	i	i	i	i	-0.1
- COc1cccc(COc2ccccc2C2Nc3ccc(Br)cc3C(=O)N2NC(=O)c2ccncc2)c1 (stereo not drawn)
    i	i	i	9.5	i	i	i	i	i	i	-2.5
